Source: PubChem (Center for Chemical Genomics, University of Michigan)
Dicer inh: inhibitors of Dicer pre-microRNA processing, primary screen, biochemical, cat-ELCCA, chemiluminescence. cat-ELCCA pre-miR-21 Dicer processing; hits give high values. z-score at 25 µM. 6% of 47,000 active; in the data active means z-score above about 3, passing the limit was not always enough;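 further: plate controls were vehicle for no effect and no enzyme for full effect; higher signal means more uncleaved substrate so more Dicer inhibition; strong numbers were not always called active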
Target sequence (Q9UPY3 whole entry, looked up): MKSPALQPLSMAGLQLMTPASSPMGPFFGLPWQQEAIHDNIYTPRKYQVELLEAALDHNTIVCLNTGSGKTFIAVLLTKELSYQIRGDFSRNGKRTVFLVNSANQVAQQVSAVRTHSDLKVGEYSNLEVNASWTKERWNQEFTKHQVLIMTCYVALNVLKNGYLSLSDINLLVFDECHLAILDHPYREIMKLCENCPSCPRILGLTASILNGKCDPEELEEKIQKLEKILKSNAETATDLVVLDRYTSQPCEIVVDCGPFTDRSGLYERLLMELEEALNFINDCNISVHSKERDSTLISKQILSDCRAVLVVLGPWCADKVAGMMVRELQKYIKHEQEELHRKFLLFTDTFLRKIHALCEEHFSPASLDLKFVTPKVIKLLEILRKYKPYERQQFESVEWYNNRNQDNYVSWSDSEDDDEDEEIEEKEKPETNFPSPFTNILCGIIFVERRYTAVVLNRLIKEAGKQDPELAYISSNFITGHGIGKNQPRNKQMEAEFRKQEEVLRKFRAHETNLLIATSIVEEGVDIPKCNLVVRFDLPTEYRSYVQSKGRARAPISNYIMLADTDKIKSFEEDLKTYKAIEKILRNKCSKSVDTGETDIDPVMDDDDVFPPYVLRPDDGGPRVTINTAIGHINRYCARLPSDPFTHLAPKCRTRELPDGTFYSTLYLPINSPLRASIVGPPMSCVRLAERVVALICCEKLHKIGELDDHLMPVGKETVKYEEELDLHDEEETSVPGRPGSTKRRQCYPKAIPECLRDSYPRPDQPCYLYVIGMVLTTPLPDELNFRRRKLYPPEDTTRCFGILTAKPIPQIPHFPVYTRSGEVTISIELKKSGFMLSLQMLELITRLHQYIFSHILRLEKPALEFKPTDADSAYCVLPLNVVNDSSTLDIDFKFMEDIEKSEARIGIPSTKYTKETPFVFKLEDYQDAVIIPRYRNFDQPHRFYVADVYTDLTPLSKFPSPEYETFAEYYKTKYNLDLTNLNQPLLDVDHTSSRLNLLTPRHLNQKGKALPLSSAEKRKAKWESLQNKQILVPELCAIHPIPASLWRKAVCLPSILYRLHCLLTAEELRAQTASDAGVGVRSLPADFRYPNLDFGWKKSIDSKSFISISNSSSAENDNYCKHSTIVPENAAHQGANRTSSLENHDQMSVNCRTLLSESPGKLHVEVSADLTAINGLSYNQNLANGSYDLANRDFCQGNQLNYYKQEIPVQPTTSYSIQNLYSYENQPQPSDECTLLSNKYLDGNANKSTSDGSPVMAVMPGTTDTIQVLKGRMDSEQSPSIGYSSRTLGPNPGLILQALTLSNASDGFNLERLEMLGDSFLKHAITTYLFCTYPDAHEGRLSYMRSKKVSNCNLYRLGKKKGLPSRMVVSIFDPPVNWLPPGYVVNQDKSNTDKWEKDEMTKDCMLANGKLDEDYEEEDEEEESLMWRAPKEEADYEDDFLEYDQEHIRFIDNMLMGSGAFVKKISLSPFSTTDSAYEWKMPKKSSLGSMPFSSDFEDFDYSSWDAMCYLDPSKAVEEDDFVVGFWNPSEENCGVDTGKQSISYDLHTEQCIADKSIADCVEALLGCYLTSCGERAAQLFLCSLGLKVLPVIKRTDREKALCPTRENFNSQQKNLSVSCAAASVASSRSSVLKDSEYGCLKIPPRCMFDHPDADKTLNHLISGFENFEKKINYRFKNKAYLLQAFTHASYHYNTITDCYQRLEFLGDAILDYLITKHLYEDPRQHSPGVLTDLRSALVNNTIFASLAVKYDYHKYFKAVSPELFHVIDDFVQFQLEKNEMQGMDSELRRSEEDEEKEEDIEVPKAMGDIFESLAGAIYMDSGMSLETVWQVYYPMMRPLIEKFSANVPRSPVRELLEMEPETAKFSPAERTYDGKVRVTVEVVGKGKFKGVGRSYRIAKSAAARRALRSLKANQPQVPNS
The depositor's hits bear a star; & = joins results of further samples.

structure | Dicer inh
CCC1(C)Cc2c(sc3nc(SCC(=O)c4ccccc4)nc(N)c23)CO1 (configuration not stated) | 1.11
CCN1/C(=C/c2ccc3cc(C)ccc3[n+]2CC)Sc2cc(NC(C)=O)ccc21 | -1.07
Cc1onc(-c2ccccc2)c1NC(=O)NCc1csc(-c2cccs2)n1 | -0.56
COc1ccc(S(=O)(=O)Nc2ccc(Cl)cn2)c(C)c1C | -2.26
Cc1ccc(S(=O)(=O)Nc2n[nH]c(-c3ccc(C(C)(C)C)cc3)c2Br)cc1 | -6.05
O=C(CN1CCCCC1)n1c2c(c3ccccc31)CCCC2 | 0.02
Cc1cc(C(=O)NCCNS(=O)(=O)c2ccc(Cl)cc2)c(C)o1 | -2.06
Cc1cc(C(=O)NCc2cccn2C)nn1C | -0.45
CCOC(=O)COc1ccc2c(=O)c(Oc3cccc(C)c3)c(C(F)(F)F)oc2c1 | -0.9
Cc1cc(C(=O)N/N=C/c2coc3ccccc3c2=O)ccc1[N+](=O)[O-] | -1.02
Cc1ccc(-c2cncnc2NC(=O)c2ccccc2)cc1 | -2.94
Cc1cc(=O)n(C)c(=O)n1CCCCO | 2.17
CCc1cc(C(=O)Cc2nc3ccccc3n2C)c(O)cc1O | -0.48
Cn1c(=O)n(C)c2cc(C3C(C#N)=C(N)Oc4c3ccc3ccccc43)ccc21 (configuration not stated) | -1.27
CN1CCc2c(sc3c2C(=O)NC(c2ccc(-c4ccccc4Cl)o2)N3)C1 (configuration not stated) | -0.25
NC1=NC(c2ccccc2)N2C(=N1)Sc1ccccc12 (configuration not stated) | -0.11
CC(C)C[C@H](NC(=O)[C@@H](O)[C@H](N)Cc1ccccc1)C(=O)O | -4.44&0.91
Cc1nc(-c2ccc(C(F)(F)F)cc2)sc1Br | 17.9*
CN1CCN(Cc2c(O)ccc3c(=O)c(-c4ccc(Cl)cc4)c(C(F)(F)F)oc23)CC1 | 0.74
COc1ccc(C2Nc3ccc4ccccc4c3C3=C2C(=O)CC(C)(C)C3)c(OC)c1 (configuration not stated) | 0.92
COc1ccc2nc3c(cc2c1)c(=O)n(-c1ccccc1)c1c3c(=O)n(C)c(=O)n1C | 1.66
O=C(CSc1nc(-c2ccco2)cc(C(F)(F)F)n1)Nc1ccccc1Br | 0.37
CC(C)(C)NC(=O)[C@H]1CC[C@H]2[C@@H]3CC[C@H]4NC(=O)C=C[C@]4(C)[C@H]3CC[C@]12C | 5.92
CCOC(=O)c1cc(C)n(N(C)c2cc(C(F)(F)F)ccn2)c1C | -1
CCOC(=O)COc1ccc2c(=O)cc(-c3ccccc3)oc2c1 | 0.17
O=C(O)C1=C(C(=O)Nc2ccccc2)CCCC1 | 0.14
CC1=N/C(=C\c2cc(F)cc(F)c2)C(=O)O1 | -0.66
COc1ccc(C2CC(c3ccccc3Cl)Nc3nc(N)nn32)cc1OC (configuration not stated) | 0.12
OCc1nc(CO)n(Cc2ccccc2)n1 | 0.78
CCCC1CCC(c2ccc(C(=O)O)cc2)CC1 (configuration not stated) | -0.22
COc1ccc2c(c1OC)CN(C)CCc1cc3c(cc1C(=O)C2)OCO3 | 1.12
COc1ccc(CCNc2oc(COc3ccc(F)cc3)nc2C#N)cc1OC | 0.38
CCCCCCc1c(O)c2cccc3c4ccccc4n(c1=O)c23 | -0.55
COC(=O)c1ccsc1NC(=O)c1ccc(C(F)(F)F)cc1 | 0.49
CN1CCC[C@@H]1Cc1c[nH]c2ccc(CCS(=O)(=O)c3ccccc3)cc12 | 0.57
Cc1onc(-c2c(Cl)cccc2Cl)c1NC(=O)OCc1c(F)cccc1Cl | 4.05*
CN(C)/C=N/NC(=O)COc1ccc(SC(F)(F)F)cc1 | -0.56
Cc1cc(C)c(-n2c(SCc3nc4ccccc4s3)n[nH]c2=O)c(C)c1 | -0.29
COC(=O)c1scc(C)c1N/N=C/c1c(F)cccc1Cl | 0.11
O=S(=O)(Oc1ccc(Oc2ccccc2)cc1)c1cc(Cl)c(Cl)cc1Cl | 0.06
Cc1c(Cl)cccc1Nc1nc(N)nc(CSc2ncccn2)n1 | 1.06
Cc1ncc([N+](=O)[O-])n1Cc1ccc(F)cc1 | 1.1
CN1CCN(c2ccc(CNC(=O)C3=Cc4ccccc4OC3)cc2)CC1 | 8.11
CCc1ccc2c(-c3cccc(Cl)c3)nc(=O)n(CC)c2n1 | -1.4
CN(NC(=O)NC(=O)c1c(Cl)cccc1Cl)c1ccc(Cl)cc1[N+](=O)[O-] | -0.32
Cc1cc2nc(-c3cc4cc(Cl)cc(Cl)c4oc3=O)[nH]c2cc1C | 4.72*
C=CCn1c(CSc2nnc(-c3ccccc3)n2C)n[nH]c1=S | 5.93
CCCCSC1=C(C#N)C(=O)NC(c2ccc(OC)cc2OC)S1 (configuration not stated) | 1.32
CSc1nc(-c2ccco2)nn1C(C)=O | -4.48
O=C(O)COCC(=O)Nc1ccccn1 | 0.85
O=C(Nc1ccc(Cl)cc1SCc1ccccc1)c1ccccc1Cl | -0.98
COC(=O)c1cc(I)c(OC(C)=O)c(I)c1 | 0.17
COc1ccc(C2C(C(=O)OC(C)C)=C(C)Nc3ncnn32)c(OC)c1 (configuration not stated) | -1.16
O=C(Nc1ccccc1)NN1CC(=O)N(c2ccc(Cl)cc2)CC1=O | 2.07
Cc1nc2c(cnn2-c2ccccc2)c(=O)n1/N=C/c1ccccc1 | -0.04
CCOC(=O)c1nc(C)nc(Sc2ccccc2)c1C | 0.02
COc1ncnc(NS(=O)(=O)c2ccc(N)cc2)c1OC | -0.33
Nc1cc(-c2nc3ccccc3[nH]2)n[nH]c1=O | 1.08
COc1ccc(-n2c(=O)[nH]c(=O)c3sc(NC(=O)Nc4cccc(Cl)c4)nc32)cc1 | 0.53
N=C1C(c2nc3ccccc3c(=O)[nH]2)=C(O)CN1c1ccccc1F | -1.27

(listing goes on)
structure | Dicer inh
COc1ccc(OC)c(C2C(C#N)=C(C)NC3=C2C(=O)CC(c2ccc(Cl)cc2)C3)c1 (configuration not stated) | 0.49
CC(C)c1ccc(CNCCSc2nnnn2C)cc1 | -1
Cc1ccccc1Cn1c(CO)nc2ccccc21 | 2.35
CCOC(=O)c1sc(C#N)c2c1CC(C)(C)CC2=O | -0.11
COc1ccc(OC)c(C2N=C(N)Nc3nc4ccccc4n32)c1 (configuration not stated) | -1.18
CC1(CO)CSC(Nc2ccc(Cl)c(Cl)c2)=N1 (configuration not stated) | 0.07
C[n+]1cc(-c2ccccc2)nc(N2CCOCC2)n1 | 1.16
CC(C)c1ccc(-n2nnc3ccccc3c2=O)cc1 | -0.09
O=S(=O)(c1ccc(-n2cccn2)cc1)N(Cc1ccccn1)Cc1ccccn1 | -0.49
NC(=O)CN1C(=O)/C(=C\c2ccc(F)cc2)N=C1c1ccccc1 | 0.21
CC1(C(=O)c2ccccc2)C2c3cc(Br)ccc3OC(=O)C21C(=O)NCc1ccccc1 (configuration not stated) | 3.38*
O=C1c2ccccc2C(=O)C1c1ccc(O)cc1 | -0.34
CN1Cc2sccc2C(c2ccc(O)c(O)c2)C1 (configuration not stated) | 4.81*
Cc1onc(-c2c(Cl)cccc2Cl)c1C(=O)NC(=S)N=S(C)(=O)c1ccccc1 (configuration not stated) | -0.24
C=CCn1c(N)cc(=O)nc1SCC(=O)N1CCN(c2ccc(F)cc2)CC1 | -0.04
OCCCc1nc2cc3ccccc3cc2[nH]1 | 0.64
Cc1ccc2cc(-c3noc(C4CCCO4)n3)c(=O)[nH]c2c1 (configuration not stated) | -0.47
Fc1ccc(C2=CSC3=NCCN23)cc1F | -1.37
CC(C)(C)NC(=O)CSc1nnc([C@H](Cc2ccccc2)NC(=O)OC(C)(C)C)o1 | -0.29
CSc1ccncc1C(=O)Nc1ccc(F)cc1F | -0.3
Cc1cccc(OCc2nn3c(-c4ccccc4)nnc3s2)c1 | -0.09
S=c1[nH]nc(-c2c(-c3ccccc3)c(-c3ccccc3)nn3nnnc23)o1 | -0.52
Cc1noc(C)c1-n1sc(=O)n(CC2CC2)c1=O | 0.01
S=C1NCN(CCN2CCCC2)CN1 | -0.49
COc1cccc(-n2c(CCC(=O)O)ccc2-c2cccs2)c1 | 1.76
CCOc1ccc(-c2nc3n(n2)C(c2ccc(OC)cc2)C2=C(CC(C)(C)CC2=O)N3)cc1 (configuration not stated) | 1.36
Cc1n[nH]c(C)c1NC(=O)c1cc2c(C)nn(-c3ccccc3)c2s1 | 0.95
CCN(CC)CCNC(=O)c1c(O)c2ccccc2n(CC)c1=O | 0.61
CCOC(=O)c1[nH]c(C)c(S(=O)(=O)NCc2nn(-c3ccccc3)nc2C)c1C | -1.79
COC(=O)c1sc(-c2ccc(Cl)cc2)cc1NC(=O)Nc1cccs1 | 3.42*
O=C1c2cccnc2C(=O)N1Cc1ccc2c(c1)OCO2 | -0.86
O=C(O)c1cc(-c2ccc(Cl)cc2)oc1C(F)(F)F | -0.64
CCCOC(=O)C1=C(C)NC2=C(C(=O)CC(c3ccccc3)C2)C1c1cc2c(cc1Cl)OCO2 (configuration not stated) | 2.67
Fc1ccc2c(c1)/C(=N/Nc1ncc(C(F)(F)F)cc1Cl)CCS2 | -0.92
C(=C\c1nnnn1-c1ccccc1)/NCc1ccccc1 | -0.29
c1ccc(-c2cnc(-c3ccccc3)nc2)cc1 | -1.04
CC1=CC(C)(C)N(C(=O)CN2C(=O)C3CCCCC3C2=O)c2cc(C)ccc21 (configuration not stated) | 0.21
Cc1nc2nc(CC(=O)O)[nH]n2c(=O)c1Br | 0.99
N#C/C(=C\c1ccccc1Cl)S(=O)(=O)c1ccccn1 | 1.32
CSC(=S)OC12CC3CC(CC(C)(C3)C1)C2 | 0.17
Cc1nnc2n1NC(c1ccc(F)cc1)C(C(=O)Nc1ccc(Br)cc1)S2 (configuration not stated) | 0.61
CC(=O)NC(=O)c1cnn(-c2ccccc2)c1N | -0.66
C/C(=N\OC(=O)Nc1c(C)cccc1C)c1sc2nc(C(F)(F)F)nn2c1C | -0.3
Cn1c(=O)c(-c2noc(-c3ccccc3)n2)cn(-c2ccccc2)c1=O | -1.14
OCCCCn1c(-c2ccccc2)cc2ccccc21 | -0.71
Cc1noc(C)c1CSc1nnc(C)c(=O)[nH]1 | -1.42
O=C(NNC(=O)c1ccc(Oc2ccc(C3SCCS3)cc2)o1)c1cccc(Cl)c1 | -0.84
COC(=O)C1=C(C)Nc2nnnn2C1c1ccccc1Cl (configuration not stated) | 2.42
Cc1nn(-c2ccccc2)c2sc(C(=O)Oc3cccc4cccnc34)cc12 | 1.88
COC(=O)c1sccc1-c1ccc(CN2CCC(c3ccccc3OC)CC2)o1 | -2.46
COc1ccc(C(=O)Cn2c3ccccc3n3ncnc23)cc1 | 1.85
COc1cccc(Oc2c(C(F)(F)F)oc3cc(O)ccc3c2=O)c1 | 1.04
N#Cc1cc2c(nc1SCC(=O)N1CCOCC1)CCCCC2 | 1.54
Cc1cc(C)c(Nc2n[nH]c(=S)s2)c(C)c1 | -0.74
CC(=O)N1N=C(c2c(-c3c(Cl)cccc3Cl)noc2C)OC1c1ccc([N+](=O)[O-])s1 (configuration not stated) | -5.69
CSc1cccc(N2C(=O)CC3(CCCC3)CC2=O)c1 | -1.64
CSc1scc2c1-c1nc(SCC(=O)c3ccc(Cl)cc3)ncc1CC2 | -1.58
CCCCCOc1ccc(OC(=O)c2ccncc2)cc1 | 2.14
CNC(=O)c1c(C)csc1NC(=O)C(F)(F)F | -0.19
Oc1ccc(-c2csc(Cc3c[nH]c4ccccc34)n2)cc1O | 5.61*

More compounds
structure | Dicer inh
O=c1oc2c(o1)=C(c1ccccc1)S(=O)(=O)C=2c1ccccc1 | 0.21
COCCNc1ncnc2sc3c(c12)CCCC3 | 0.72
CCN(CC)c1ccc(NC(=O)c2cnn3c(C(F)F)cc(C)nc23)cc1 | 0.47
C=CCn1c(=S)sc2c(Sc3nnc(-c4ccncc4)n3C)ncnc21 | -0.02
Cc1ccc2c(O)c(-c3ccccc3)c(=O)[nH]c2c1 | -0.88
Cc1nccc(-c2cccc(N/N=C(\C#N)C(=O)c3ccc(Cl)cc3)c2)n1 | 2.58
CCOC(=O)C1=CS/C(=C2/C(=S)C(C)(C)Nc3cc(C)ccc32)S1 | -2
Cc1ccc(-n2c(CCc3ccc(O)cc3)n[nH]c2=S)c(C)c1 | -0.99
O=c1cc(Nc2ccccc2)cc[nH]1 | -1.41
CC1(C)COC(c2ccccc2COC(=O)c2ccc(C(C)(C)C)cc2)=N1 | -0.15
O=S(=O)(CS(=O)(=O)Nc1ccc(Oc2ccc(F)cc2F)nc1)Nc1ccc(Oc2ccc(F)cc2F)nc1 | -0.54
COc1ccc(OC)c(S(=O)(=O)Oc2ccc3ccccc3c2I)c1 | -0.26
CCOCCOC(=O)C(C)Sc1n[nH]c(=O)[nH]c1=O (configuration not stated) | -0.47
COc1ccc(C2N=C(N)Nc3nc(=O)c4ccccc4n32)cc1 (configuration not stated) | 0.1
COc1ccc2[nH]c(C(=O)O)cc2c1 | 0.75
Cc1nn(-c2ccccc2)c2c1C(c1ccc(OCc3ccccc3)cc1)C1=C(CC(C)(C)CC1=O)N2 (configuration not stated) | 0.82
CCOC(=O)CSC1=C(C#N)C(c2cc(OC)ccc2OC)CC(=O)N1 (configuration not stated) | 0.79

Four entries out of the list, sorted by SMILES length, ascending.
structure | Dicer inh
COCCNc1ncnc2sc3c(c12)CCCC3 | 0.72
Cc1ccc(-n2c(CCc3ccc(O)cc3)n[nH]c2=S)c(C)c1 | -0.99
C=CCn1c(=S)sc2c(Sc3nnc(-c4ccncc4)n3C)ncnc21 | -0.02
O=c1oc2c(o1)=C(c1ccccc1)S(=O)(=O)C=2c1ccccc1 | 0.21

Only part of the results is shown; count on the stated rates, not on these rows.
